Compound activity as filed in PubChem BioAssay.
DDE Tn7 FP inh: inhibitors of Tn7 peptide binding to fibrin DD(E), primary screen, biochemical, fluorescence polarization, human fibrin, Tn7 probe. FP displacement of FITC-Tn7 peptide from fibrin DD(E); 0% = median of compound wells per plate. 0.13% of 370,000 active. inhibition, % at 8.3 µM;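 active = inhibition above the mean of compounds falling within the control limits plus 3 SD of them, cut at about 14% in these data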;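 also: 0% = plate median of compound wells and 100% = 10 µM Aha-Tn7 peptide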
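system = human fibrin DD(E) protein | quantity = DD(E) 2 µM final | medium = Tris/NaCl/CaCl2 buffer, pH 7.8 | also added = labelled Tn7 tracer, 0.1 µM | compound dosing = single point at 8.3 µM | timing = compound with protein 10 min, then 3 h after probe, room temperature | signal = FP measurement | benchmarks = Aha-Tn7 high control | repeats = one replicate per compound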
SIAE inh: human SIAE inhibitors, primary screen, biochemical, fluorescence polarization, FP-Rh probe, 1536-well HTS; Sialate O-acetylesterase (Homo sapiens), Q9HAT2; SIAE FP-Rh probe binding; inhibition, % at 9.66 µM; 0.69% of 370,000 active;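 active = inhibition above a cutoff: mean of compounds within the control limits plus 3 SD of those, cut at about 17% in these data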;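 also: 0% = plate median of compound wells and 100% = probe without SIAE protein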
PG9 Ab binder: binders of HIV-1 gp120 antibody PG9, primary screen, biochemical, TR-FRET | AID 624416, 2012 | TR-FRET gp120-PG9 antibody binding | inhibition, % at 6.7 µM | 0.43% of 360,000 active; in the data active = inhibition above about 8.5%
LEDGF integ inh: blockers of LEDGF/p75-dependent integrase strand transfer – biochemical, TR-FRET, high throughput, primary screen; HIV-1 integrase (with human LEDGF/p75); TR-FRET IN-LEDGF/p75 DNA integration, Eu/Cy5; inhibition, % at 3.7 µM; 0.64% of 370,000 active; AID 743269, 2014;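 active = inhibition above the screen-wide mean plus 3 SD, cut at about 13% in these data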;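 also: signal is the Cy5 over europium emission ratio at 671 and 618 nm; 0% = plate median of compound wells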
TCR-CD3 inh: inhibitors of human TCR-CD3 interaction, primary screen, biochemical, fluorescence, TAMRA-labeled TCR probe; inhibition, % at 9.4 µM; AID 651800, 2012; 0.37% of 360,000 active; in the data active = inhibition above about 19%;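 also: recombinant mutant TCR 2C K166C tagged with TAMRA read by polarization; 0% = receptor in buffer alone and 100% = receptor with positive control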
TDP2 inh: human TDP2 enzyme inhibitors, primary screen, biochemical, epi absorbance, recombinant enzyme; inhibition, % at 12.8 µM; T5PNP hydrolysis, p-nitrophenol absorbance 415 nm; Tyrosyl-DNA phosphodiesterase 2 (Homo sapiens), O95551; 0.34% of 370,000 active;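 active = inhibition above the mean of all tested compounds plus 3 SD, set per campaign, cut at about 25% in these data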;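 also: 0% = DMSO with enzyme and 100% = buffer with substrate but no TDP2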
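Test system: Human TDP2 enzyme | Reagent: 5 mM T5PNP | Compound dosing: 12.8 µM single point, 1% DMSO | Incubation: Enzyme reaction with compound for 2 h at 37 °C | Technique: p-Nitrophenol epi absorbance | Read-out: % inhibition relative to enzyme-containing and enzyme-free wells | Benchmarks: High control without enzyme, low control DMSO plus TDP2 | Replicates: Singlicate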
UHRF1 binding: UHRF1 methylated DNA binding inhibitors, primary screen, counter-screen for MBD2 inhibitor project, biochemical, TR-FRET, human UHRF1, single concentration; E3 ubiquitin-protein ligase UHRF1 (Homo sapiens), Q96T88; UHRF1 binding to methylated oligo; inhibition, % at 4.4 µM; 0.75% of 370,000 active; in the data active = inhibition above about 21%;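 also: UHRF1 SRA domain binding a hemimethylated CpG hairpin DNA probe; 0% = median of test compound wells and 100% = reference inhibitor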
HTRA1 inh: HTRA1 serine protease inhibitors, primary screen, biochemical, fluorescence polarization, HTS; Q92743; inhibition, % at 5.96 µM; recombinant HTRA1, FP-rhodamine activity-based probe; 0.5% of 340,000 active; in the data active = inhibition above about 36%;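 also: 0% = enzyme with DMSO and 100% = wells lacking enzyme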
PRMT1 inh: PRMT1 methyltransferase inhibitors, primary screen, biochemical, fluorescence polarization; recombinant PRMT1, activity-based probe fluorescence polarization; AID 652257, 2013; 1.3% of 370,000 active; inhibition, % at 2.79 µM;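 active = inhibition above about 21% made by adding two undisclosed values, limit read from the data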
Target sequence (Q99873 whole entry, looked up): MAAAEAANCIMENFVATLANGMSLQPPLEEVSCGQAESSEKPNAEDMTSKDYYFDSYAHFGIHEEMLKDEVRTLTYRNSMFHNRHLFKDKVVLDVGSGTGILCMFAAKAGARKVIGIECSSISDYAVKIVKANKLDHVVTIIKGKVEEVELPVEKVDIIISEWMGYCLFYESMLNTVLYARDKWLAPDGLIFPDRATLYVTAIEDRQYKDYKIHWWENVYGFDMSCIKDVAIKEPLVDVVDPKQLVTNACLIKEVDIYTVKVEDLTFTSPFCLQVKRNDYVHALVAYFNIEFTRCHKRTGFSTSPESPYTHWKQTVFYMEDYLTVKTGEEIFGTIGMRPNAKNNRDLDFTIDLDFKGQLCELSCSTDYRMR
ABHD4 inh: ABHD4 inhibitors, primary screen, biochemical, fluorescence polarization, mouse | (Lyso)-N-acylphosphatidylethanolamine lipase (Mus musculus), Q8VD66 | purified mABHD4, FP-Rh probe fluorescence polarization | inhibition, % at 8.92 µM | 0.54% of 370,000 active | AID 720543, 2013;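 active = inhibition exceeding the mean over every tested compound plus 3 SD, cut at about 30% in these data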;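 also: 0% = plate median of compound wells and 100% = S159A mutant with DMSO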
Target sequence (Q8VD66 whole entry, looked up): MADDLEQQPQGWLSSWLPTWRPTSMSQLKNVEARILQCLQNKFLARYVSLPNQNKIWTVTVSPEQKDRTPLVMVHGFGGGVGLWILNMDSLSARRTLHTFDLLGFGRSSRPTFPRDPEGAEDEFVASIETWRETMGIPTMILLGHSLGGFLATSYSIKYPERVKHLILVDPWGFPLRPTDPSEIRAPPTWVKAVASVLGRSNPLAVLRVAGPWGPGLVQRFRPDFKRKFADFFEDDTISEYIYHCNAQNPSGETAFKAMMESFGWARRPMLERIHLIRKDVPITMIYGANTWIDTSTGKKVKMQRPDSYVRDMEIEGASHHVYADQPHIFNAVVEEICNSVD
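Assay system: Wild-type mouse ABHD4 protein | Medium: HEPES pH 7.0 buffer, 150 mM NaCl, 0.01% Pluronic F-127 | Incubation: Enzyme–compound pre-incubation 45 min, then probe 60 min, both 25 °C | Technique: Fluorescence polarization with parallel and perpendicular emission, 525/598 nm | Evaluation: % inhibition of FP-Rh probe binding versus controls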
* hit, by the source's call; x = no result given. Rows are unselected. Share with any hit: about 4.2%.

SMILES | DDE Tn7 FP inh | SIAE inh | PG9 Ab binder | LEDGF integ inh | TCR-CD3 inh | TDP2 inh | UHRF1 binding | HTRA1 inh | PRMT1 inh | ABHD4 inh
O=[N+]([O-])c1ccc(Nc2ccc(F)cc2)nc1 | 0 | 7 | 4.0 | -2 | -6 | -12 | 4 | 0 | 1 | 8
COc1cccc(C(O)c2ncc(-c3ccccc3Cl)[nH]2)c1 (configuration not stated) | -4 | 9 | -1.8 | -2 | 2 | 1 | -4 | x | -2 | 0
COc1cc(C2Nc3ccc4ncccc4c3C3=C2C(=O)CC(C)(C)C3)cc(OC)c1O (configuration not stated) | 0 | 6 | -2.0 | 3 | 6 | -1 | 2 | 3 | 12 | 12
CCCC[n+]1c(C)sc2ccc(C)cc21 | -5 | 0 | -2.4 | 8 | 2 | -11 | 2 | -1 | 42* | -1
O=C(CS(=O)(=O)c1ccccc1)NCc1ccc(Cl)cc1 | 0 | 2 | 0.2 | -2 | -2 | 2 | 0 | 6 | 1 | 4
c1ccc(-c2nc3cc4ccccc4cc3[nH]2)nc1 | 1 | 15 | -3.4 | 0 | -1 | 3 | -6 | 55* | -2 | 7
CCc1ccc(NCCC(=O)c2ccc(Cl)cc2)cc1 | 3 | -2 | -1.7 | -1 | 6 | -10 | -2 | -4 | -2 | -3
COc1ccc(OC)c(NC(=O)c2cc(-c3cc(F)ccc3OCC3CCCO3)n[nH]2)c1 (configuration not stated) | -8 | -26 | 0.2 | -6 | -4 | 3 | 3 | x | -3 | -28
CCOC(=O)/C(C#N)=C/c1cc2cc(C)c(C)cc2nc1Cl | 7 | 1 | 0.5 | 2 | 1 | 5 | -5 | -8 | 0 | 3
O=C(CN1CCN(c2ccccn2)CC1)NCc1cccs1 | -3 | 9 | 0.7 | 4 | -1 | 6 | -2 | 5 | -1 | -3
CCn1c(SCC(=O)N2CCCCCC2)nc2c([nH]c3ccccc32)c1=O | -5 | 4 | -0.3 | -1 | 7 | 3 | 0 | 5 | 0 | 4
CC(C)N1C(=O)C2C(c3ccccc3O)NC(C)(C(=O)O)C2C1=O (configuration not stated) | -3 | 2 | -0.5 | -1 | -4 | 5 | -1 | 1 | 1 | 1
Cc1c(C(=O)N2CCOCC2)c(S(=O)(=O)Nc2ccc(Br)cc2F)c(C)n1C | -3 | -5 | -1.6 | -1 | 1 | -17 | 1 | 3 | -3 | 0
COc1cccc(-c2cnc3c(NC(C)=O)cc(-c4ccsc4)cn23)c1 | 8 | -5 | -0.2 | 0 | -3 | 0 | -3 | x | -4 | -2
CCCCNC(=O)C[C@@H]1C(=O)N(Cc2ccc(OC)cc2)C2=CCN(C(=O)OC(C)(C)C)C[C@]21C(=O)OCC | -1 | 10 | x | 0 | x | -6 | 0 | x | -1 | 6
O=C(OCCN(C1=NS(=O)(=O)c2ccccc21)c1ccccc1Cl)c1ccc(Cl)cc1 | -2 | -8 | -3.2 | 2 | 0 | 10 | 1 | -22 | 1 | 3
O=C(Nc1cnn(Cc2ccc(F)cc2)c1)C(c1ccccc1)c1ccccc1 | -2 | -1 | -2.5 | -1 | 0 | -13 | 1 | -29 | 2 | -30
Cc1cc(C)cc(C(=O)Nc2c3c(nn2C(C)(C)C)CS(=O)(=O)C3)c1 | 3 | -5 | -1.5 | -3 | 8 | -13 | 1 | -1 | 0 | -4
O=C1CSC(c2ccccn2)N1c1ccc2ccccc2c1 (configuration not stated) | -3 | 0 | -0.9 | -2 | 0 | 5 | 0 | -2 | 0 | -3
CCOC(=O)[C@@]12CCCC=C1N(CCc1ccc(Cl)cc1)C(=O)[C@H]2CC(=O)N1CCSCC1 | 1 | 7 | x | 0 | x | 3 | -2 | x | -3 | -1
CC(=O)c1ccc2c(c1)C1C=CCC1C(c1ccncc1)N2 (configuration not stated) | -1 | 8 | 0.0 | 2 | 0 | 32* | -11 | 15 | 9 | 21
CN(CC(=O)Nc1ccccc1C(F)(F)F)CC(=O)N1CCCCCC1 | 5 | -3 | -1.1 | -1 | -1 | 1 | -1 | -6 | 1 | -1
CC(C)(C)c1ccc(N=C2SCC(=O)N2Cc2cccs2)cc1 | 0 | 0 | -2.9 | 2 | 3 | 5 | -3 | -1 | 0 | -2
COc1cccc2c(Cl)c(CCCl)c(C)nc12 | 0 | -6 | 0.3 | 3 | 1 | 1 | -1 | 1 | -8 | -7
COc1ccc2c(=O)c(-c3ccccc3)c(C)oc2c1 | -7 | 7 | -1.1 | 4 | 0 | -7 | -1 | -4 | -3 | -3
COc1ccc(OC)c(N=C2SCCCN2C(=O)c2ccc(N3C(=O)CCC3=O)cc2)c1 | 5 | -5 | 1.1 | 0 | -4 | -4 | 0 | x | 3 | 0
COc1ccc(OC)c(NC(=O)Cn2c(=O)n(CC3CCCO3)c(=O)c3cc(OC)c(OC)cc32)c1 (configuration not stated) | 0 | -2 | 1.2 | 8 | -4 | 8 | 2 | 0 | -5 | 1
Cc1ccc(S(=O)(=O)N(C)C)cc1NC(=O)COC(=O)CN1C(=O)c2ccccc2C1=O | -2 | -2 | -0.9 | 2 | 4 | 5 | 0 | 5 | -3 | 3
c1coc(CNCc2cccs2)c1 | 3 | -1 | 0.4 | -2 | -9 | -7 | -1 | 2 | 0 | -3
CC(=O)C1=C(O)C(=O)N(CCc2c[nH]c3ccccc23)C1c1ccccc1 (configuration not stated) | 1 | 5 | -2.1 | -3 | 6 | -3 | 5 | 1 | -1 | 5

Another view of some results above:
SMILES	DDE Tn7 FP inh	SIAE inh	PG9 Ab binder	LEDGF integ inh	TCR-CD3 inh	TDP2 inh	UHRF1 binding	HTRA1 inh	PRMT1 inh	ABHD4 inh
COc1cc(C2Nc3ccc4ncccc4c3C3=C2C(=O)CC(C)(C)C3)cc(OC)c1O (configuration not stated)	0	6	-2.0	3	6	-1	2	3	12	12
CCCC[n+]1c(C)sc2ccc(C)cc21	-5	0	-2.4	8	2	-11	2	-1	42*	-1
O=C(CS(=O)(=O)c1ccccc1)NCc1ccc(Cl)cc1	0	2	0.2	-2	-2	2	0	6	1	4
c1ccc(-c2nc3cc4ccccc4cc3[nH]2)nc1	1	15	-3.4	0	-1	3	-6	55*	-2	7
CCc1ccc(NCCC(=O)c2ccc(Cl)cc2)cc1	3	-2	-1.7	-1	6	-10	-2	-4	-2	-3
COc1ccc(OC)c(NC(=O)c2cc(-c3cc(F)ccc3OCC3CCCO3)n[nH]2)c1 (configuration not stated)	-8	-26	0.2	-6	-4	3	3	x	-3	-28
CCOC(=O)/C(C#N)=C/c1cc2cc(C)c(C)cc2nc1Cl	7	1	0.5	2	1	5	-5	-8	0	3
O=C(CN1CCN(c2ccccn2)CC1)NCc1cccs1	-3	9	0.7	4	-1	6	-2	5	-1	-3
CCn1c(SCC(=O)N2CCCCCC2)nc2c([nH]c3ccccc32)c1=O	-5	4	-0.3	-1	7	3	0	5	0	4
CC(C)N1C(=O)C2C(c3ccccc3O)NC(C)(C(=O)O)C2C1=O (configuration not stated)	-3	2	-0.5	-1	-4	5	-1	1	1	1
Cc1c(C(=O)N2CCOCC2)c(S(=O)(=O)Nc2ccc(Br)cc2F)c(C)n1C	-3	-5	-1.6	-1	1	-17	1	3	-3	0

Continued:
SMILES | DDE Tn7 FP inh | SIAE inh | PG9 Ab binder | LEDGF integ inh | TCR-CD3 inh | TDP2 inh | UHRF1 binding | HTRA1 inh | PRMT1 inh | ABHD4 inh
COc1ccc(CNc2ncc(-c3ccc(F)cc3)n2C)c2ccccc12 | -4 | 18* | -0.3 | 5 | 4 | 5 | -1 | -14 | -4 | 15
CC(=O)NNc1ccc(C(F)(F)F)cc1[N+](=O)[O-] | -1 | 2 | -3.2 | -1 | 5 | 8 | 2 | -4 | 2 | 5
COc1ccccc1NC(=O)NCC1(N(C)C)CCCCC1 | -1 | -1 | -0.8 | 0 | 7 | 16 | -1 | -1 | 3 | 1
CC(C)(C)N(Cc1ccccc1)C(=O)COC(=O)c1ccc([N+](=O)[O-])o1 | -3 | 7 | -1.5 | -1 | 4 | 4 | -3 | 17 | 4 | 5
Cc1ccc(S(=O)(=O)N2CCN(C(=O)c3ccc(-n4cncn4)c([N+](=O)[O-])c3)CC2)cc1C | -4 | 2 | -1.5 | 2 | 0 | 2 | -1 | -5 | 2 | 4
CCN(CC)S(=O)(=O)c1ccc(OC)c(NC(=O)C(C)Oc2ccc3c(C)cc(=O)oc3c2)c1 (configuration not stated) | 10 | -4 | -2.2 | 0 | 4 | 11 | 0 | -37 | 0 | 0
Cc1cc(C)c(OCCCCN2CCNCC2)c(C)c1 | -1 | 1 | 1.6 | -3 | -2 | -11 | 6 | 5 | 3 | 1
O=C(NCc1ccc2c(c1)OCO2)C1(S(=O)(=O)c2ccccc2)CC1 | 1 | -1 | -1.2 | -1 | 6 | 0 | -1 | 0 | 1 | 6
C(CCCN1CCCCC1)CCN1CCCCC1 | 1 | -4 | -1.3 | 2 | 8 | 2 | 1 | 4 | -2 | -1
Nc1nnc(Sc2ncccc2[N+](=O)[O-])s1 | -2 | 4 | 1.2 | -2 | 8 | 4 | -1 | 3 | 2 | 2
C[C@]1(CC/C(=C/CO)CO)[C@H](CO)CC[C@@]23COC(=O)C2=CCC[C@@H]31 | 1 | -2 | 0.4 | -3 | 1 | 0 | 1 | -2 | -4 | -2
